From PubChem
KB-3-1 tox: KB-3-1 parental cell cytotoxicity | KB-3-1 viability, CellTiter-Glo ATP luminescence, 72 h | Potency, µM (highest dose often 46.1 µM), without a hit: at the top dose activity change, negative = cytotoxic, actives largely listed as cytotoxic | 400,000 tested, 1.4% active; also: potency is read from the fitted curve at half-maximal effect; % is scaled to controls: 0 for no effect and ±100 for the full control effect; nearly all actives have a fitted effect of over 60% in size
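Viability of parental KB-3-1 cells, measured by CellTiter-Glo luminescence, followed a 72 h incubation at 37 °C with pinned compounds in phenol-red-free DMEM containing 10% FBS.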
ATXN viability: viability counter-screen for ATXN expression inhibitors; 400,000 tested, 0.49% active; AID 651635; Potency, µM (titrated, usually from 56.7 µM), hits mostly cytotoxic; S2 cells (HEK-293 line with an ATXN2-luciferase reporter) viability, CellTiter-Fluor protease fluorescence, 24 h; also: potency is read from the fitted curve at half-maximal effect; nearly all actives have a fitted effect of over 40% in size
KB-V1 MDR tox: KB-V1 MDR subline cytotoxicity. KB-V1 MDR cells viability, CellTiter-Glo, 72 h. AID 1347076. 400,000 tested, 3.4% active. Potency, µM (highest dose often 46.1 µM), without a hit: at the highest dose activity change, negative = cytotoxicity, hits mostly cytotoxic; also: potency is read from the fitted curve at half-maximal effect; % is scaled to controls: 0 for no effect and ±100 for the full control effect; nearly all actives have a fitted effect of over 60% in size
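In this primary screen, KB-V1 cells overexpressing P-gp are incubated with library compounds (lowest to highest concentration) for 72 h at 37 degrees C before a luminescent ATP viability read.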
ATXN2 expr inh: ATXN2 expression inhibition | HEK-293 ATXN2-luciferase reporter, luminescence, 24 h | Potency, µM (highest dose often 57 µM), without a hit: at the highest dose activity change, negative = inhibition, actives largely listed as inhibitors | 360,000 tested, 0.72% active; also: potency is read from the fitted curve at half-maximal effect; % is scaled to controls: 0 for no effect and ±100 for the full control effect; nearly all actives have a fitted effect of over 55% in size
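ATXN2-luciferase reporter cells (luciferase flanked by upstream and downstream ATXN2 gene portions) were treated 24 h at 37 °C with compounds at up to 57 uM. SteadyGlo luminescence gave expression; GF-AFC fluorescence gave viability.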
MCF10A rerep: induces DNA re-replication in MCF 10a normal breast cells. MCF 10A DNA re-replication, Hoechst nuclear intensity, 48 h. Potency, µM (top dose mostly 46.1 µM), without a hit: at the highest dose activity, positive = re-replication, actives largely listed as activators. 350,000 tested, 2.9% active. AID 624296; also: potency is read from the fitted curve at half-maximal effect; % of control where 0% means no effect; nearly all actives have a fitted effect of over 50% in size
HT1080 IDH1KD tx: toxicity to HT-1080 IDH1 knockdown cells (counter line). HT-1080 IDH1 knockdown viability, ATP luminescence, 48 h. Potency, µM (top dose mostly 46.1 µM), inactives show at the highest dose activity, negative = toxicity, usual class: cytotoxic. 360,000 tested, 2% active;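 also: potency is read from the fitted curve at half-maximal effect; 0% = DMSO wells and -100% = cell-free medium wells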
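Luminescent ATP read-out (CellTiter-Glo, 10 min at room temperature) after 48 h compound exposure at 37 °C gave viability of IDH1-knockdown HT-1080 cells. Activity was normalised to DMSO and cell-free wells, then fitted as concentration-response curves.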
SW480 rereplic: inducers of DNA re-replication in SW480 colon cancer cells. SW480 DNA re-replication, Hoechst DNA content imaging, 48 h. Potency, µM (titrated, usually from 46.1 µM), inactives show at the highest dose re-replication activation, hits mostly activators. 340,000 tested, 1.8% active. AID 624297; also: potency is read from the fitted curve at half-maximal effect; % of control where 0% means no effect; nearly all actives have a fitted effect of over 55% in size
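Image-based DNA-content assay: after two days of treatment, nuclei were labelled with the DNA dye Hoechst and imaged, and hits were compounds raising the count of nuclei showing high fluorescence intensity.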
HT1080-NT tox: kills 2HG-producing HT-1080-NT fibrosarcoma cells | AID 686970 | HT-1080-NT fibrosarcoma viability, CellTiter-Glo ATP luminescence, 48 h | 360,000 tested, 1.6% active | Potency, µM (doses to about 46.1 µM), for inactives: at the highest dose activity, negative = less viability, most hits filed as cytotoxic;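 also: NT is the 2HG producing partner of a matched IDH1 knockdown line; potency is read from the fitted curve at half-maximal effect; 0% = DMSO-treated cells and -100% = media-only wells without cells; nearly all actives have a fitted effect of over 55% in size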
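Luminescent CellTiter-Glo readout after 48 hours of compound exposure at 37 degrees C defined viability of HT-1080-NT cells. Activity was normalized to DMSO wells and cell-free media wells; concentration-response curves were fitted and assigned curve classes.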
IL1B secr inh: inhibitors of inflammasome signaling (IL-1 beta secretion). activity change, % at 57.5 µM. 360,000 tested, 4.7% active. THP-1 LPS/ATP IL-1B secretion, AlphaLISA, 16 h; hits give low values; in the data active = activity change below about -50%; inconclusive = mostly about -30% to -49%; also: % is scaled to controls: 0 for no effect and ±100 for the full control effect
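Secreted IL-1B measured by AlphaLISA bead assay after 16 h compound exposure of THP-1 cells; compounds (final up to 57.5 uM) added 1 h before LPS (250 ng/mL) and ATP (1.25 mM) stimulation; lower signal means less secretion.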
* = called active by the depositor; i = inactive; ? = inconclusive; · = not tested or not shown; & = joins results of further samples; [ ] = remark or other dose. Unless noted, calls follow the shape of the dose curve; as a rule, active = well fitted curve in the direction sought with a large enough effect; inconclusive = small, poorly fitted or top-dose-only effect, or another doubt; inactive = no such curve, though single readings can be large; an effect the other way counts as inactive or inconclusive.

Order of values – KB-3-1 tox | IL1B secr inh | SW480 rereplic | ATXN2 expr inh | MCF10A rerep | ATXN viability | HT1080-NT tox | KB-V1 MDR tox | HT1080 IDH1KD tx
CCCCn1c(N)c(N(CC)C(=O)c2ccc(C)cc2)c(=O)[nH]c1=O
→ -1.0% | -15.0 | -1.2% | -15.3% | -0.7% | i | 12.1% | 2.8% | 18.8%
CCn1ccc(C(=O)Nc2cccc(Cl)c2)n1
→ -1.3% | -4.2 | -9.2% | 0.0% | 1.6% | i | 7.7% | 5.8% | 0.4%
CN(CC(=O)Nc1ccc(S(=O)(=O)N2CCCC2)cc1)CC(=O)Nc1ccc(F)c(F)c1F
→ 0.4% | 3.4 | -4.2% | -23.5% | 5.7% | i | -23.1% | ? | -22.4%
O=S1(=O)N[C@H](Cc2ccccc2)COc2cccc(N3CCC[C@@H]3CO)c21
→ -17.4% | -10.7 | · | -6.9% | · | i | 0.2% | 0.1% | -2.6%
CCc1cc2c(=O)c(-c3nc(C)cs3)coc2cc1O
→ -1.1% | 20.3 | -18.3% | 15.4% | -4.7% | i | 10.4% | -3.6% | 6.2%
COc1cc(C(c2c(C)[nH][nH]c2=O)c2c(C)[nH][nH]c2=O)ccc1OS(=O)(=O)c1ccccc1
→ -11.9% | -9.5 | -1.2% | 4.2% | ? | i | -1.2% | -5.8% | 2.3%
COC(=O)c1ccc(NC(=O)N2CCN(Cc3cc(=O)n4nc(-c5ccc(C)cc5)sc4n3)CC2)cc1
→ 5.6% | · | · | 9.8% | · | ? | · | 2.9% | ·
COc1ccccc1N1CCN(/N=C\c2cccnc2)CC1
→ -6.0% | 4.4 | 4.9% | 27.3% | 2.4% | i | 27.7% | -18.8% | 20.2%
CCOC(=O)CC(NC(=O)Cc1ccc(F)cc1)c1ccccc1Cl (stereo not given)
→ -0.5% | -13.9 | -2.5% | 2.5% | -6.1% | i | 9.3% | -15.4% | 13.0%
CCOC(=O)[C@]12CCC=C1N(Cc1ccc3c(c1)OCO3)C(=O)[C@H](CC(=O)NCC1CCCCC1)C2
→ 2.4% | 0.0 | · | -8.2% | · | ? | -18.0% | ? | 4.9%
Cn1c(N)c(C(=O)COC(=O)Cc2cccc(C(F)(F)F)c2)c(=O)n(C)c1=O
→ 6.2% | -1.1 | -8.5% | · | -2.7% | i | 2.5% | -20.5% | 2.0%
COc1cc(SC)ccc1C(=O)NCCOc1ccc(C)c(C)c1
→ -7.1% | -3.7 | -1.4% | 0.4% | 5.4% | i | -7.7% | 16.4µM* | -8.9%
O=C(CSc1nnc(CNC(=O)c2ccc(F)cc2)o1)NCCc1ccccc1
→ 13.8% | 0.0 | -6.4% | -14.7% | 0.8% | i | -0.8% | -1.3% | -5.9%
CCCNC(=O)NCc1ccc(N2CCCC2=O)cc1
→ -0.1% | 8.2 | 2.1% | 5.7% | -0.1% | i | -0.9% | 13.6% | 2.2%
CCOc1cccc(C(=O)N/N=C/c2ccoc2)c1
→ -6.6% | 4.7 | -1.7% | 56.8%[activator] | -0.5% | i | 7.3% | 0.0% | 8.3%
Cc1ccc(C(=O)NN2CCOCC2)cc1
→ -1.0% | -16.2 | -4.7% | 0.6% | 2.2% | i | -0.6% | -5.6% | 7.5%
CCNC(=O)/C(C#N)=C/c1c(N2CCOCC2)nc2ccccn2c1=O
→ 0.0% | -18.6 | 26.8% | · | 8.4% | i | -7.9% | 3.6% | 0.7%
CCOC(=O)Cn1c(S(=O)(=O)Cc2ccc(Cl)cc2)nc(-c2ccccc2)c1-c1ccccc1
→ ? | -3.6 | 7.9% | -2.8% | ? | i | ? | 7.31µM* | ?
O=C(c1cccnc1)N1CCN(S(=O)(=O)c2ccc3ccccc3c2)CC1
→ 16.4µM* | 0.0 | -8.1% | -0.6% | 0.0% | i | -1.3% | 18.4µM* | -0.1%
CCn1cc(CN2CCC(n3nccc3NC(=O)c3ccccc3C)CC2)cn1
→ -0.1% | 0.0 | -2.1% | 4.3% | -0.5% | i | 0.5% | ? | -2.6%
COc1ccc(/C=N/OC(=O)c2ccc(Cl)cc2)c(Cl)c1OC
→ 5.1% | -12.1 | -6.5% | 17.5% | -2.5% | i | 11.4% | 23.8% | 16.3%
CC[C@]12c3[nH]c4cc(-c5ccco5)ccc4c3CCN1C(=O)[C@@H](CC(=O)NCC13CC4CC(CC(C4)C1)C3)C[C@@H]2C(=O)N1CCN(C(=O)C2CC2)CC1
→ ? | ? | ? | ? | ? | ? | -21.8% | ? | ?
c1cc(-c2ccsc2)n2ccnc2c1
→ 1.8% | 1.5 | · | 18.8% | · | i | 1.9% | -6.8% | 14.8%
N/C(Cc1ccc([N+](=O)[O-])cc1)=N\OC(=O)c1ccc2ccccc2c1
→ -23.7% | 3.5 | 23.1% | 10.4% | ? | i | 18.4µM* | 0.0% | ?
CC(=O)c1ccc(NS(=O)(=O)c2ccc(C(C)(C)C)cc2)cc1
→ -16.8% | 0.0 | 0.9% | -4.1% | 2.0% | i | 4.3% | ? | -7.2%
CCOc1ccc(NC(=O)CCC(=O)Nc2nnc(CC)s2)cc1
→ 11.0% | 15.8 | -6.7% | 1.8% | 0.0% | i | 21.3% | ? | 2.1%
CCOC(=O)C(C)n1cnc2c(cnn2-c2ccc(Cl)cc2)c1=O (stereo not given)
→ -17.9% | 17.1 | -15.2% | 38.3%[activator] | -1.8% | i | -0.1% | -27.6% | -3.1%
CCc1ccc(NC(=O)N(C2CCCCC2)C(C)c2cccnc2)cc1 (stereo not given)
→ 2.6% | -28.9 | -7.1% | 0.0% | -2.2% | i | 18.2% | 20.6µM* | 6.1%
Cc1ccccc1C(=O)N1CCC(C(=O)Oc2ccc(C#N)cc2)CC1
→ -3.8% | -0.9 | -3.3% | -7.4% | -3.9% | i | 1.5% | -6.1% | 1.6%
COC(=O)c1sc(C(C)(C)C)cc1CS(=O)(=O)c1ccc(Cl)cc1
→ 0.3% | 27.0 | -7.4% | -12.3% | 10.3% | i | 2.3% | -27.3% | 4.1%

The final two compounds of the section before lead into the next:
Order of values – KB-3-1 tox | IL1B secr inh | SW480 rereplic | ATXN2 expr inh | MCF10A rerep | ATXN viability | HT1080-NT tox | KB-V1 MDR tox | HT1080 IDH1KD tx
Cc1ccccc1C(=O)N1CCC(C(=O)Oc2ccc(C#N)cc2)CC1
→ -3.8% | -0.9 | -3.3% | -7.4% | -3.9% | i | 1.5% | -6.1% | 1.6%
COC(=O)c1sc(C(C)(C)C)cc1CS(=O)(=O)c1ccc(Cl)cc1
→ 0.3% | 27.0 | -7.4% | -12.3% | 10.3% | i | 2.3% | -27.3% | 4.1%
CCOC(=O)c1[nH]c(C)c(CCC(=O)Nc2cccc(SC)c2)c1C
→ -9.6% | · | · | -26.5% | · | i | · | -6.2% | ·
Nc1ccn([C@H]2CC[C@@H](CO)O2)c(=O)n1
→ 0.0% | 2.4 | -38.3%[inhibitor] | -5.9%&3.8%&7.7% | -1.3% | i | 14.5% | -2.1% | -0.6%
Cc1ccc(S(=O)(=O)NCCC(=O)OCC(=O)Nc2cccc(Cl)c2)cc1
→ -2.0% | 8.2 | -5.4% | -31.8% | -4.5% | i | 11.0% | ? | 7.0%
Cc1cccc2cc(C#N)c(N3CCOCC3)nc12
→ 2.3% | -8.2 | -4.1% | · | 10.4% | i | 8.3% | 28.2% | 14.3%
CN(C)c1ccc(/C=N/Nc2nc3ccccc3o2)cc1
→ -1.1% | -15.0 | ? | ? | 11.6% | i | -16.6% | 17.3% | ?
COc1cc(C=C2C(=O)c3ccccc3C2=O)cc(OC)c1OC
→ 7.6% | -7.0 | 0.6% | -7.8%[11.3 µM] | -0.4% | i | 18.7% | 22.8% | 12.4%
O=C(OCC(=O)N1CCc2ccccc21)[C@@H]1CC(O)CN1S(=O)(=O)c1ccccc1[N+](=O)[O-] (stereo not given in full)
→ 7.4% | -14.8 | -0.6% | -22.2% | -3.0% | i | -1.2% | 0.0% | 11.3%
O=C(Nc1cccc([N+](=O)[O-])c1)c1ccc(CSc2ccccc2)cc1
→ -2.5% | ? | 0.4% | -24.6% | 12.6% | i | -19.2% | 8.8% | -18.1%
O=S(=O)(O)c1ccc(O)cc1
→ · | · | -4.3% | 10.9% | -2.3% | i | · | · | ·
CC(=O)NC12CC3CC(C1)CC(C(=O)N(C)CC(=O)Nc1cccc(F)c1)(C3)C2
→ 7.3% | 13.8 | -8.1% | 3.4% | -0.5% | i | 6.5% | 1.4% | -1.3%
Cc1cccc(N2CCN(CCNC(=O)c3cc4c(s3)CS(=O)(=O)C4)CC2)c1C
→ 6.8% | 10.6 | -5.3% | -9.6% | 8.6% | i | ? | ? | -1.0%
CN(C)CCC(=O)C(Cc1ccccc1)c1ccccc1 (stereo not given)
→ -9.1% | -99.1* | ? | -5.6% | 4.11µM* | i | -39.2% | ? | ?
CCOc1ccccc1N1CCN(C(=O)NCc2ccc(Cl)cc2)CC1
→ -1.0% | -63.4* | 4.3% | -8.8% | ? | i | -17.1% | ? | -0.3%
CCOC(=O)C1CCCN(C(=O)c2cccc(Cl)c2)CC1 (stereo not given)
→ 0.0% | 2.8 | · | -2.9% | · | i | 7.9% | -2.0% | 5.1%
NC(=O)c1ccsc1NC(=O)CS(=O)(=O)c1ccc(F)cc1
→ 3.6% | -6.7 | -5.9% | 16.5% | 0.5% | ? | 16.4% | -2.4% | 12.4%
C[C@@H]1CN([C@@H](C)CO)C(=O)c2cc(Br)cnc2O[C@@H]1CN(C)Cc1cncnc1
→ 22.0% | 21.5 | · | 6.2% | · | i | 17.6% | -2.5% | 12.3%
CCOC(=O)c1c(C)c(C)n(Cc2ccc(OC)c(OC)c2)c1C
→ -15.1% | -3.0 | -696.7%[inhibitor] | -15.5% | 10.7% | i | -16.2% | ? | -24.3%
Cc1ccc(CNC(=O)C2CCN(S(=O)(=O)c3ccc(Br)s3)CC2)cc1
→ -1.0% | 6.0 | 12.3% | -3.7% | ? | i | -3.7% | 1.0% | 0.7%
